# Source: PubChem (National Center for Advancing Translational Sciences (NCATS))
# Pol kappa inh: blocks human DNA polymerase kappa activity | 400,000 tested, 0.53% active | Q9UBT6 | AID 588579 | purified Pol kappa, fluorescent DNA synthesis assay, 10 min | Potency, µM (series often up to 107 µM), inactives show at the highest dose activity, negative = inhibition, most hits filed as inhibitors; further: potency means the concentration at half of the fitted maximal effect; on the % scale 0 is the no-effect control and ±100 the full control effect
#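 Readout: fluorescence, taken kinetically at 0 and 10 min. Conditions: 10 nM Pol kappa, 15 min RT compound preincubation, 50 nM substrate final. Controls: enzyme-free buffer wells.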
# Apoferritin bind: candidate novel general anesthetic via apoferritin binding; Potency, µM (titrated, usually from 77.5 µM), for inactives: at the top dose activity change, negative = displacement, usual class: inhibitors; AID 485281; P02791; 350,000 tested, 0.074% active; apoferritin/1-aminoanthracene competitive binding, fluorescence; further: potency means the concentration at half of the fitted maximal effect; on the % scale 0 is the no-effect control and ±100 the full control effect; nearly all actives have a fitted effect of over 20% in size
# Target sequence (P02791 2-175 limits assumed): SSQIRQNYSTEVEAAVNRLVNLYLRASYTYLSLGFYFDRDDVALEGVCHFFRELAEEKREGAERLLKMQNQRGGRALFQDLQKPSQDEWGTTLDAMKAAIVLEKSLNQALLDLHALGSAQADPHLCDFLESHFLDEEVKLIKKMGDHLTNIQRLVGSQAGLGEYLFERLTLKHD
#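 Probe: 1-aminoanthracene (50% saturated, PBS). Protein: horse-spleen apoferritin, 10 uM. Incubation: 10 min, room temperature. Detection: 380 nm excitation, 535 nm emission. Analysis: normalized response, four-parameter Hill.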
# APEX1 inh: APE1 (human) endonuclease inhibition; P27695; recombinant APE1, TAMRA/BHQ-2 abasic DNA cleavage fluorescence; Potency, µM (titrated, usually from 65.8 µM), inactives show top-dose activity change, negative = inhibition, hits mostly inhibitors; 350,000 tested, 0.35% active; AID 2517;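 further: potency means the concentration at half of the fitted maximal effect; plate controls were vehicle for no effect and reference inhibitor for full effect; nearly all actives have a fitted effect of over 55% in size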
# Target sequence (P27695 whole entry, looked up): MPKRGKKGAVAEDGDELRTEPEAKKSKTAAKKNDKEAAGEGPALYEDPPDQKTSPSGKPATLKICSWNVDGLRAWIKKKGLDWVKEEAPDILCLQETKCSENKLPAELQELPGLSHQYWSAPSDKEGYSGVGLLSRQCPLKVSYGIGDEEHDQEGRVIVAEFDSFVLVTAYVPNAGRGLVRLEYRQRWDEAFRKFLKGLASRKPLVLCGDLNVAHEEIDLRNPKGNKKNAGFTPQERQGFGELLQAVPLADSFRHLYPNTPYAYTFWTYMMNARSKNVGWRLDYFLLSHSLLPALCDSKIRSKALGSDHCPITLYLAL
#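 Quantitative HTS: incision of a TAMRA/BHQ-2 double-stranded substrate bearing a tetrahydrofuran abasic site by 0.75 nM APE1 raises fluorescence. Substrate 50 nM final, added after 15 min compound preincubation at room temperature; progress as third-minus-first kinetic read difference.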
# ERG-DNA inh: blocks human ERG Ets domain binding to DNA; P11308; fluorescence polarization, His-ERG Ets domain / labelled DNA; Potency, µM (series often up to 76.9 µM), for inactives: top-dose FP activity, negative = inhibition, usual class: inhibitors; 370,000 tested, 0.028% active; AID 624246; active means well fitted inhibition curve with a large enough effect in the polarisation, with a control signal flat; inconclusive means small, poorly fitted or top-dose-only effect, or effect the other way, or a change in a side signal; inactive means no such curve, though single readings can be large or run the other way; the % refers to the polarisation;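 further: polarization taken with two DNA probes labelled with fluorescein and Texas red; potency means the concentration at half of the fitted maximal effect; % of control where 0% means no effect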
#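 His-tagged ERG Ets domain (1 uM in the protein solution; 300mM KCl, 50mM Tris-HCl, 1mM EDTA, 1mM DTT, pH 7.5) received compound, then a probe mix of 5 nM fluorescein-DNA and 100nM Texas-615-DNA. Fluorescence polarization was read for both dyes.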
# ALOX12 inh: ALOX12 (human) lipoxygenase inhibition. AID 1671190. Potency, µM (top dose mostly 108 µM), inactives show at the top dose activity change, negative = inhibition, hits mostly inhibitors. 580,000 tested, 1.1% active. purified 12hLO, xylenol orange hydroperoxide absorbance; further: potency means the concentration at half of the fitted maximal effect; on the % scale 0 is the no-effect control and ±100 the full control effect
#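 Purified human 12hLO at 150 nM in 25 mM Hepes, 0.01% Triton X-100, pH 7.0, preincubated 15 min at room temperature with compound. Reaction started with 40 uM arachidonic acid, 30 min at room temperature. Hydroperoxide measured by Fe-xylenol orange, 573/405 nm absorbance ratio.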
# TRHR agonist: agonists of human TRH receptor | 360,000 tested, 0.18% active | activation, % at 2 µM | TRHR cells, calcium flux fluo-8, FDSS agonist mode | AID 493084 | P34981; in the data active means activation above about 30%; further: 0% is about no effect
# Target sequence (P34981 whole entry, looked up): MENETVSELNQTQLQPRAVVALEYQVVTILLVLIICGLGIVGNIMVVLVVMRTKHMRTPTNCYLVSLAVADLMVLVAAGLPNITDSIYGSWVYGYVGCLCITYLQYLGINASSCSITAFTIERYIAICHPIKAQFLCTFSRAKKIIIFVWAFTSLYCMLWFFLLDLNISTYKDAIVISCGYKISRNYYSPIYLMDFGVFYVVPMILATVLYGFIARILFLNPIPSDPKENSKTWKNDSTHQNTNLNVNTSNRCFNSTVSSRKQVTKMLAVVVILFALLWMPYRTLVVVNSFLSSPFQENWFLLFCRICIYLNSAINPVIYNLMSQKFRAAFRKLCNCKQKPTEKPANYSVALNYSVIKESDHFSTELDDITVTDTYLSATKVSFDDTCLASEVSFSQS
#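 Agonist-mode FDSS calcium read (Ex 480/Em 530, 1 s cycles) in 1536-well TRHR cells with fluo-8 dye, after 10-cycle baseline and 23 nL compound addition; TRH at EC20 (10 nM final) added afterwards for the enhancer phase.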
# Pol beta inh: blocks human DNA polymerase beta activity | P06746 | Pol beta primer extension/strand displacement, fluorescence kinetic | Potency, µM (top dose mostly 114 µM), for inactives: top-dose activity change, negative = inhibition, hits mostly inhibitors | 340,000 tested, 1.3% active | AID 485314; further: potency means the concentration at half of the fitted maximal effect; on the % scale 0 is the no-effect control and ±100 the full control effect
#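 10 nM enzyme + cpd, 15 min RT; start with substrate 50 nM final; read 0 min and after 10 min RT. Corrected, normalized data; 4-parameter Hill curve fit.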
# Pol iota inh: blocks human DNA polymerase iota activity; Q9UNA4; Pol iota fluorescent replication assay, 10 min; Potency, µM (doses to about 115 µM), for inactives: top-dose activity, negative = inhibition, hits mostly inhibitors; 390,000 tested, 1% active; further: potency means the concentration at half of the fitted maximal effect
#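 Fluorescent replication assay read twice, at 0 min and 10 min after adding 50 nM (final) substrate. Enzyme (10 nM) and compounds were first incubated 15 min at room temperature; enzyme-free buffer wells were negative controls.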
# BLM helicase inh: inhibitors of human Bloom syndrome helicase BLM; P54132; recombinant BLM DNA unwinding, fluorescence dequenching; Potency, µM (titrated, usually from 56.1 µM), for the others: at the top dose activity change, negative = inhibition, hits mostly inhibitors; 350,000 tested, 0.2% active; AID 2528;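 further: potency means the concentration at half of the fitted maximal effect; plate controls were vehicle for no effect and no enzyme for full effect; nearly all actives have a fitted effect of over 35% in size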
# Starred values were filed as active, the others as inactive; ? = inconclusive; nt = no result given; [ ] = remark or other dose. Unless noted, the call rests on the fitted dose curve; in most records, active means well fitted curve in the direction sought with a large enough effect; inconclusive means small, poorly fitted or top-dose-only effect, or another doubt; inactive means no such curve, though single readings can be large; an effect the other way counts as inactive or inconclusive.
SMILES,Pol kappa inh,Apoferritin bind,APEX1 inh,ERG-DNA inh,ALOX12 inh,TRHR agonist,Pol beta inh,Pol iota inh,BLM helicase inh
Clc1ccccc1Cn1c(-c2cccs2)nc2ccccc21,-7%,-15%,nt,0%,3%,-0.9,-28%,1%,-5%
CCC(=O)N1CCCC(C(=O)c2ccc(-c3ccccc3)cc2)C1 (configuration not stated),-12%,-11%,9%,2%,5%,-0.4,13%,138%[activator],-4%
O=C(/C=C/c1ccccc1)NC(=S)Nc1ccc(N2CCOCC2)cc1,-7%,?,-2%,nt,-6%,0.0,12%,-4%,-2%
Cc1nc(C(=O)O)nn1-c1cc(Cl)ccc1Cl,-2%,-3%,21%,4%,-9%,0.5,29%,41%[activator],1%
Cc1ccc(S(=O)(=O)N(CC(=O)NCc2ccco2)Cc2ccccc2F)cc1,-8%,-5%,-8%,10%,126%[activator],-1.2,19%,15%,-3%
CCc1ccc(S(=O)(=O)NCc2nc3cccnc3n2Cc2cccc(OC)c2)cc1,-5%[60.1 µM],0%,nt,-2%,-8%,-0.5,1%,-3%,-1%
COc1ccc(N(C(=O)c2snc(C(N)=O)c2N)C(C(=O)NC2CCCC2)c2ccc(C)o2)c(OC)c1 (configuration not stated),-11%,-12%,6%[12.4 µM],-9%,2%,-0.6,-2%,45%[activator],-3%
Cc1ccc(CN2CCNC(=O)C2CC(=O)NC2CCCCCC2)cc1 (configuration not stated),-2%,?,24%,2%,-26%,0.0,-14%,25%,-2%
S=C(Nc1ccccc1Oc1ccccc1)Nc1cccc(Cl)c1Cl,-15%,-13%,15%,3%,35µM*,-0.4,47%,19%,-11%
CC(=O)Oc1cc2c(c3ccccc13)CCC2=O,-2%,nt,nt,3%,-3%,nt,nt,86%[activator],nt
NS(=O)(=O)c1ccc(CCNC(=O)NC2(C(F)(F)F)Oc3ccccc3O2)cc1,-15%,-5%,-1%,0%,-8%,0.3,-18%,2%,-2%
O=[N+]([O-])c1ccc(Cc2ccncc2)cc1,-16%,-9%,1%,0%,-10%,-0.1,?,51%[activator],-2%
O=C(c1ccc(Cl)cc1Cl)N1CCC(C(=O)N2CCOCC2)CC1,-14%,0%,2%[12.4 µM],-2%,19%,0.5,0%,64%[activator],2%
Cc1ccc(NC(=O)Nc2ccc3c(c2)nc(C)n3C)cc1,-6%,-17%,3%,14%,0%,0.1,9%,-12%,-5%
CCOC(=O)Cc1csc(NC(=O)Nc2ccccc2)n1,-2%,-1%,-6%,6%,0%,0.5,47%,21%,-13%
Cc1ccc(-c2csc(N3CCN(c4cc5c(cc4Cl)nc(-c4ccncc4)n5CCOCCO)CC3)n2)cc1,-13%,?,27%,17%,nt,-0.7,13%,-9%,-7%
COc1ccc(S(=O)(=O)N(CCCN2CCCC2=O)Cc2cc3c(C)ccc(C)c3[nH]c2=O)cc1,-20%,-2%,-1%,-1%,5%,0.3,89µM*,16%,3%
O=C(NNC(=O)C1CC1)c1cc(Cl)nc2ccccc12,1%,-2%,5%,6%,2%,0.9,58%,-4%,1%
Cc1nn(CC(=O)NC2CCCCC2)c(=O)c2cccn12,-7%,-4%,26%,-3%,-6%,0.5,34%,17%,0%
CCn1c(SCCOc2ccccc2F)nc2ccccc21,-13%,68%[activator],nt,-3%,-9%,0.3,3%,1%,-9%
Cc1nn(CC(=O)N2CCN(C34CC5CC(CC(C5)C3)C4)CC2)c(C)c1[N+](=O)[O-],-12%,-3%,22%,5%,-8%,-0.3,93%,115%[activator],-1%
Cc1ccc(NC(=O)C(=O)NCCCN2CCOCC2)cc1C,9%,-2%,nt,-5%,-21%,-0.2,12%,22%,-1%
Cc1nnc(NC(=O)C2CCCC2)s1,-13%,-3%,10%,-6%,-3%,-0.2,18%,18%,-4%
C[C@H](CO)N1C[C@H](C)[C@@H](CN(C)Cc2ccc(Cl)c(Cl)c2)Oc2c(NC(=O)c3ccncc3)cccc2C1=O,1%,nt,-12%,-14%,16%,nt,nt,-8%,nt
O=C(Nc1ccccc1O)c1ccc(Cl)cc1,-15%,-10%,-3%,3%,-9%,-0.5,8%,12%,-6%
Cc1nc2sc(C(c3cccs3)N3CCN(c4cccc(Cl)c4)CC3)c(O)n2n1 (configuration not stated),0%,-7%,-7%,-4%,14%,0.1,-28%,16%,-7%
FCCCOc1ccc(-c2nccc(-c3ccc(Cl)cc3)n2)cc1,-9%,25%,0%,-2%,0%,1.6,1%,4%,-3%
CCOC(=O)CSc1nc(C)cc(C)c1C#N,-14%,-6%,-6%,-1%,2%,-0.2,24%,3%,-3%
CCOC(=O)Cc1csc(N/C(=N/S(=O)(=O)c2ccc(F)cc2F)c2ccccc2)n1,-10%,5%,1%,-3%,-10%,0.3,-25%[57.1 µM],-4%,-2%
CCN(CC(=O)NC(C)C)C(=O)CCNC(=O)c1ccc(Cl)cc1,-15%,-3%,0%,-3%,-14%,1.5,-7%,4%,-1%
CC1CCN(C(=O)CSc2nnc3ccc(-c4cccnc4)nn23)CC1,-12%,nt,-10%,-3%,7%,-0.8,nt,29%,nt
CCOC(=O)C1=C(C)NC(C)=C(C(=O)OCC)C1c1ccc(O)cc1,-4%,-1%,0%,11%,-32%,0.0,-19%,11%,-4%
COc1ccc(Nc2ncc(C(=O)N3CCN(c4ccc(OC)cc4)CC3)c3ccccc23)cc1,3%,496%[activator],nt,-4%,?,-0.3,-3%,14%,-7%
O=C(Nc1c2c(nn1-c1ccccc1)CS(=O)(=O)C2)c1ccccc1Br,-16%,-6%,10%,-7%,-10%,0.2,2%,7%,-3%
COc1ccc(N(CC(=O)Nc2ccc(C(C)C)cc2)S(=O)(=O)c2c(C)noc2C)cc1,-1%,-15%,44%,-16%,-3%,0.7,-2%,-3%,-2%
O=C(CSc1nc2ccccc2c2nc(-c3ccccc3)nn12)Nc1ccc(F)cc1,-1%[60.1 µM],-1%,nt,5%,-19%,1.2,3%,43%[activator],-7%
O=C(NCCN1CCOCC1)c1cc(Cl)ccc1[N+](=O)[O-],nt,1%,1%,nt,-22%,0.9,-1%,nt,-1%
CC(C)[C@H](NC(=O)N1c2ccccc2NC(=O)[C@@H]1C(C)C)C(=O)N[C@@H](Cc1c[nH]c2ccccc12)C(=O)O,2%,0%,-7%,-22%,14%,0.0,22%,-6%,3%
C/C(=N\NC(=O)CSc1nc(C)cc(C)n1)c1ccc2c(c1)OCCO2,1%,-7%,-3%,-1%,10%,-0.5,0%,69%[activator],-4%
COc1ccc(C(=O)CSc2n[nH]c(C)n2)cc1[N+](=O)[O-],0%,-14%,-1%,0%,?,1.3,7%,-5%,-1%
COc1ccc(-c2cc3ccccc3s2)cc1[C@H]1[C@H]2C=CC[C@@H](C)[C@@H]2C(=O)N1Cc1ccccc1,11%,-14%,0%,-3%,?,-0.1,1%,15%,-3%
COc1cc(C(=S)N2CCC(C(N)=O)CC2)ccc1O,-7%,3%,4%,-1%,?,-0.9,-26%,-1%,1%
COc1cccc(C(=O)COC(=O)c2cc(-c3cccs3)nc3ccccc23)c1,-15%,1%,nt,2%,-16%,1.3,0%,?,-5%
Cn1nc(C(F)(F)F)c(C#N)c1N1CCN(c2ccccc2)CC1,-19%,-18%,-1%,5%,7%,-0.9,-1%,4%,-2%
CSc1ccccc1NC(=O)CN1c2ccccc2CC1C (configuration not stated),-17%,-1%,-3%,-9%,2%,0.6,-9%,2%,-8%
O=C(COC(=O)C1CCCN1C(=O)c1cccs1)c1ccccc1 (configuration not stated),-1%,-23%,?,7%,44%[activator],-0.3,18%,0%,0%
O=C(c1cccc(Br)c1)c1coc2ccc(O)cc12,-4%,nt,10%,4%,10%,0.0,nt,-15%,nt
O=C(CSc1cccc2cccnc12)Nc1ccc(S(=O)(=O)N2CCOCC2)cc1,3%,-17%,-5%,-1%,-12%,-0.1,-27%,55%[activator],0%
CCN(CC)S(=O)(=O)c1ccc(S(=O)(=O)N2CCCC(C(=O)NC3CC3)C2)cc1 (configuration not stated),3%,2%,29%,-22%,2%,0.6,-1%,4%,-8%
O=C(NC1CC(=O)N(c2ccc(Cl)cc2)C1)C(=O)c1c[nH]c2ccccc12 (configuration not stated),-8%[60.1 µM],2%,nt,5%,-31%,0.2,-21%,-14%,-3%
CCc1nnc(NC(=O)CSc2nnc(-c3c[nH]c4ccccc34)n2CC)s1,0%,-17%,2%,-3%,-13%,-0.6,25%,30%,-1%
CCOC(=O)[C@H](CCc1ccccc1)N[C@@H](C)C(=O)N1CCC[C@@H]1C(=O)O,-29%,nt,28%,-1%,-3%,0.4,nt,0%,nt
Cc1nc(-c2coc3cc(C)c(N=O)c(O)c3/c2=N\N)cs1,-22%,-2%,-10%,-3%,-9%,0.9,4%,94%[activator],-5%
Cc1c(C(=O)Nc2ccc(F)cc2)oc2ccc(S(=O)(=O)N3CCCCCC3)cc12,-9%[60.1 µM],-8%,nt,-1%,-28%,0.2,1%,?,-9%
COc1ccccc1N1CCN(C2CCCN(Cc3cccc(O)c3)C2)CC1 (configuration not stated),-7%,-1%,-3%,-2%,-11%,0.0,15%,19%,-4%
Cc1cc2nnc(SCC(=O)NCc3cccs3)n2c2ccccc12,-17%,-13%,5%,0%,-7%,-0.7,29%,12%,4%

# The list is partial (hit frequency here may not be typical).
